# Screening results: PubChem, National Center for Advancing Translational Sciences (NCATS)
# AID inh: activation induced cytidine deaminase inhibition | Potency, µM (top dose mostly 115 µM), without a hit: at the top dose activity change, negative = inhibition, usual class: inhibitors | AID deamination FRET fluorescence, UDG-coupled, 4 h | 91,000 tested, 0.32% active; note: nearly all actives have a fitted effect of over 25% in size
# Target sequence (Q9GZX7 whole entry, looked up): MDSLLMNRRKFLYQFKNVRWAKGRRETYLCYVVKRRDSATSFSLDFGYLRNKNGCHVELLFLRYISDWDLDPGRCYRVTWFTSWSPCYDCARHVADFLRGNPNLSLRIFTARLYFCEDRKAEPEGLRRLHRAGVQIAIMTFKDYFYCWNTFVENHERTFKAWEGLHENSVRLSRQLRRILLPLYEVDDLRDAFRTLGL
# UDG counterscr: counter-screen for AID inhibitors: uracil-DNA glycosylase inhibition; FRET deamination/UDG coupled assay, UDG read, 4 h; Potency, µM (titrated, usually from 115 µM), for the others: at the top dose activity change, negative = inhibition, actives largely listed as inhibitors; 91,000 tested, 0.14% active; note: nearly all actives have a fitted effect of over 65% in size
# Numbers without * were called inactive; ? = inconclusive; [ ] = dose if it differs, or a comment. Calls come from the whole dose curve; as a rule, active = well fitted curve in the direction sought with a large enough effect; inconclusive = small, poorly fitted or top-dose-only effect, or another doubt; inactive = no such curve, though single readings can be large; an effect the other way counts as inactive or inconclusive. % is set by controls: 0 for no effect and ±100 for the full control effect; potency is the fitted concentration of half-maximal effect.
SMILES,AID inh,UDG counterscr
Cc1nc2nc(N(Cc3ccccc3)C(=O)c3ccco3)[nH]n2c(=O)c1Cc1ccccc1Cl,?,-0.4%
COc1cc(/C=N/O)ccc1OC(C)C,-2.9%,12.6%
CCOc1ccc(N(CC(=O)Nc2ccccc2CC)S(=O)(=O)c2c(C)[nH]c(=O)[nH]c2=O)cc1,-7.0%[57.5 µM],-1.3%[57.5 µM]
Cn1cc(C(C(=O)O)N2CCN(Cc3cccc(Cl)c3)CC2)c2cc(C(=O)O)ccc21 (centres undefined),-0.8%,-0.1%
CCc1c(C)sc(NC(=O)CCc2ccccc2)c1C#N,35.3%[activator],-0.6%
Cc1cc(OC(=O)c2cc(-c3ccc4c(c3)OCCO4)on2)ccc1Cl,-6.1%,2.6%
Cn1c(CCn2ccccc2=O)nc2cc(NC(=O)c3ccccc3)ccc21,8.8%,3.2%
COC(=O)Cn1c(=O)c2c(nc(-n3nc(C)cc3C)n2C)n(C)c1=O,-5.8%,-9.6%
CSc1ncc(Cl)c(C(=O)Nc2ccc(S(=O)(=O)N3CCCCC3C)cc2)n1 (centres undefined),-2.7%,2.0%
Cc1ccc(C)c(Cn2c(=O)n(Cc3ccc(C(=O)NC4CCN(Cc5ccccc5)CC4)cc3)c(=O)c3ccccc32)c1,5.9%,1.4%
O=C(/C=C/c1cccnc1)NCCC1CCCCC1,0.1%,-0.5%
NC(=O)C1CCN(C(=O)c2cc(C3CC3)nc3ccccc23)CC1,2.5%,0.5%
O=Cc1c[nH]c2cccc(C(=O)O)c12,9.4%,4.7%
COc1ccc(NC(=O)c2ccco2)cc1NC(=O)c1ccccc1[N+](=O)[O-],0.9%,-7.4%
Oc1ccc(C2(c3ccc(Cl)cc3)CCCCC2)cc1,-6.9%,-5.3%
CC1=C(C(=O)c2ccccc2)C(c2cccc(Oc3ccc(Cl)cc3)c2)NC(=O)N1 (centres undefined),-23.0%,-15.2%
COc1ccccc1NC(=O)Cn1c(=O)n(CCc2ccccc2)c(=O)c2c3c(sc21)CN(C(C)=O)CC3,59.6%[activator],-4.5%
COc1ccc(S(=O)(=O)Oc2ccc3c(c2)O/C(=C\c2ccccc2)C3=O)cc1,-11.3%,2.1%
CN(C(=O)COc1ccc2c(=O)c(Oc3ccccc3)coc2c1)c1ccccc1,-6.7%,-4.1%
O=C(Nc1nnc(C2CC2)s1)c1csc(NC2CCCC2)n1,-9.7%,5.6%
Cc1noc(CSc2ccc(C(=O)N3CCc4ccccc43)cc2)n1,-9.9%,-9.9%
Cc1ccc2c(Cl)cc(Cl)c(OCC(=O)NC(N)=O)c2n1,-0.5%,-2.7%
CCN(CC)S(=O)(=O)c1ccc(C(=O)NC2CC(=O)N(c3ccc(OC)c(OC)c3)C2)cc1 (centres undefined),-0.5%,8.7%
O=C(CN1C(=O)COc2ccc(S(=O)(=O)N3CCOCC3)cc21)NCc1ccc(Cl)cc1,-9.8%,-6.9%[57.5 µM]
CCOc1ccc(NC(=O)CCc2c(C)nc3c(-c4ccccc4)c(C)nn3c2C)cc1,-18.0%,-17.9%
CC(=O)c1c(C)n[nH]c1C,-9.0%,-9.1%
Cc1ccc(S(=O)(=O)N(Cc2nc(-c3cccc(C)c3)no2)C2CCCCC2)cc1,-16.2%,0.3%
COc1ccc(/C=C(/C#N)c2nc3ccccc3[nH]2)cc1,-9.0%,-9.9%
CN(C)CCN(CCc1ccccc1)C(=O)Nc1cccnc1,-2.7%,-8.5%
CCN(C(=O)c1nn(-c2ccc(C)cc2)c(=O)c2c1c1ccccc1n2C)c1ccc(F)cc1,?,?
O=c1c2c(nc(NCCO)n1C1CCCCC1)-c1ccccc1CC21CCCC1,-1.8%,-5.9%
O=C(CSc1nc(-c2ccccc2)cn1-c1ccccc1F)Nc1ccc(F)cc1,-27.6%,-5.0%
Cc1ccccc1Cn1c(=O)n(CC2CCC(C(=O)N3CCC(C)CC3)CC2)c(=O)c2sccc21 (centres undefined),?,-12.6%
Cc1cc(NC(=O)C2CCCN(S(=O)(=O)c3ccc4[nH]c(=O)oc4c3)C2)ccc1Br (centres undefined),-7.3%,6.3%
COc1ccc(NC(=O)COC(=O)c2cc3ccccc3cc2O)cc1Cl,7.3%,6.3%
O=C(CC(c1ccccc1)c1cc(Br)ccc1O)NCC1(c2ccccc2)CCCC1 (centres undefined),-22.1%,?
CC1C(=O)Nc2ccc(S(=O)(=O)Nc3ccccc3Br)cc2NC1=O (centres undefined),7.5%,-7.8%
Cc1sc2ncn(CC(=O)N3CCN(c4cccc(Cl)c4)CC3)c(=O)c2c1S(=O)(=O)N1CCN(c2ncccn2)CC1,-2.4%,8.2%
CCc1ccc(Nc2nc3c(S(=O)(=O)c4cccc(Cl)c4)nnn3c3ccsc23)cc1,2.8%,-3.0%
COc1ccccc1C(=O)Nc1ccc2oc(-c3cccc4c(Br)cccc34)nc2c1,24.7%,-2.0%
CC(C)NS(=O)(=O)c1cccc(C(=O)OCc2nc3ccccc3o2)c1,-8.2%,-5.1%
Cc1ccc(C(=O)c2ccccc2C(=O)OCc2ccccc2Cl)cc1,-6.1%,-0.1%
COc1ccc(CC(=O)NCc2ccc3c(c2)CCN3C(=O)c2ccc(Cl)cc2)cc1OC,?,-13.5%
Cc1ccc(-c2cc(NC(=O)C(C)Oc3ccccc3F)on2)cc1 (centres undefined),4.6%,-10.9%
CCCCCn1nc(C(=O)Nc2cccc(S(=O)(=O)NC3=NCCC3)c2)c2ccccc2c1=O,-4.0%,10.4%
O=C(CCS(=O)(=O)C1CCCC1)NCC(O)c1cccc(Cl)c1 (centres undefined),-2.9%,-4.8%
CCOC(=O)Cc1ccc(NC(=O)Nc2nnc(N3CCCC3)s2)cc1,0.8%,7.9%
CC(C)CCCC(C)NC(=S)NN (centres undefined),2.5%,4.2%

# Whole records as entered above. Values in the order: AID inh | UDG counterscr
# Listed for `Cc1sc2ncn(CC(=O)N3CCN(c4cccc(Cl)c4)CC3)c(=O)c2c1S(=O)(=O)N1CCN(c2ncccn2)CC1` : -2.4% | 8.2%
# Listed for `Cc1cc(OC(=O)c2cc(-c3ccc4c(c3)OCCO4)on2)ccc1Cl` : -6.1% | 2.6%
# Listed for `Cc1ccc2c(Cl)cc(Cl)c(OCC(=O)NC(N)=O)c2n1` : -0.5% | -2.7%
# Listed for `Cc1ccc(C(=O)c2ccccc2C(=O)OCc2ccccc2Cl)cc1` : -6.1% | -0.1%

# Going on with the list:
SMILES,AID inh,UDG counterscr
O=S(=O)(c1ccc(Br)cc1)c1nnn2c1nc(Nc1cccc(C(F)(F)F)c1)c1sccc12,1.9%,13.2%
COc1ccc(NC(=O)CSc2nc3c(=O)[nH]cnc3n2C)c(OC)c1,14.2%,9.7%
O=C1COc2cc(S(=O)(=O)CCC(=O)N3CCN(c4ccccc4)CC3)c(Cl)cc2N1,24.3%,10.9%
O=C(O)c1ccc(-c2ccccc2)cc1C(=O)O,4.5%,0.5%
CCOc1cc(C(=O)Nc2ccc(-c3nc4cc(Cl)ccc4o3)cc2)cc(OCC)c1OCC,-4.3%,3.5%
COC(=O)c1ccc(COc2ccc3c(=O)c(-c4ccccc4OC)c(C)oc3c2)cc1,-12.4%,-3.3%
COc1cc(NC(=O)CC2C(=O)N(c3ccc(Cl)cc3)C(=O)N2Cc2cccs2)cc(OC)c1 (centres undefined),3.2%,-4.1%[57.5 µM]
Cc1ccc(CN2CCN(C(=O)c3ccn(COc4cccc(Cl)c4)n3)CC2)cc1,-8.9%,-8.0%
Cc1ccc(Nc2c(-c3ccc(C)cc3)nc3ccc(C)cn23)cc1,12.4%,-5.4%
Cc1ccccc1-c1cc(C(=O)NCCc2ccccc2)c2ccccc2n1,-3.6%,-16.5%
CC/C(=N\O)c1cccs1,11.4%,2.0%
O=C(Nc1cccnc1Cl)c1cc(-c2cccc(Cl)c2)on1,6.1%,0.3%

# Quoted at random: 5 entries already listed, in no set order.
SMILES,AID inh,UDG counterscr
O=C1COc2cc(S(=O)(=O)CCC(=O)N3CCN(c4ccccc4)CC3)c(Cl)cc2N1,24.3%,10.9%
COC(=O)c1ccc(COc2ccc3c(=O)c(-c4ccccc4OC)c(C)oc3c2)cc1,-12.4%,-3.3%
O=C(Nc1cccnc1Cl)c1cc(-c2cccc(Cl)c2)on1,6.1%,0.3%
Cc1ccc(Nc2c(-c3ccc(C)cc3)nc3ccc(C)cn23)cc1,12.4%,-5.4%
O=S(=O)(c1ccc(Br)cc1)c1nnn2c1nc(Nc1cccc(C(F)(F)F)c1)c1sccc12,1.9%,13.2%

# Other entries
SMILES,AID inh,UDG counterscr
Cc1cc(C)c(-c2n[nH]c3c2C(c2ccccc2F)N(Cc2ccco2)C3=O)c(O)c1 (centres undefined),?,-6.6%
COc1ccc(-c2ccc(=O)n(CC(=O)N3CCC(Cc4ccccc4)CC3)n2)cc1,?,-10.0%
CS(=O)(=O)c1ccc(NC(=O)COc2ccccc2C(N)=O)cc1,6.7%,5.4%
CN(Cc1ccccc1)C(=O)C1CCCN(Cc2cccc3ccccc23)C1 (centres undefined),-11.1%,-1.0%
CCOC(=O)c1cnn2c(C(F)(F)F)cc(-c3ccc(Br)cc3)nc12,11.6%,-20.5%
NCCNCCc1ccccc1,-3.7%,-10.0%
Cc1cccc(-n2c(SCc3nc4ccccc4o3)nnc2N2CCOCC2)c1,-0.6%,-3.1%
CC(C)n1c(=N)c(C(=O)NCc2ccccc2)cc2c(=O)n3ccccc3nc21,14.3%,-4.2%
CCOc1ccc(C(=O)CCC(=O)OCC(=O)c2ccc(OC)c(Br)c2)cc1,11.3%,-2.6%
CCOc1ccc(N2C(=O)c3ccccc3NC2c2cn(C)c(=O)n(C)c2=O)cc1 (centres undefined),3.5%,5.2%
FC(F)(F)c1ccc(CCNC(=S)NC2CC2)cc1,-2.6%,2.0%
Cc1ccc(COc2cccc(C3C4=C(CCCC4=O)OC4=C3C(=O)CCC4)c2)cc1,-0.5%,0.1%
Cc1ccc(-c2cc(C(F)(F)F)c(C#N)c(SCC(=O)Nc3ccccc3F)n2)cc1,11.4%,-6.9%
N#C/C(=C/c1ccccc1OCc1ccccc1)c1cccc(F)c1,-9.6%,-4.2%
CCc1nn2c(=O)cc(COC(=O)c3ccc(NC(=O)CCc4ccccc4)cc3)nc2s1,6.1%,-5.7%
COCCNC(=O)CSc1nnc(-c2ccc(OC)c(OC)c2)c(-c2ccc(OC)c(OC)c2)n1,-9.1%,-1.2%
COc1ccc(OC)c(Nc2nc3ccccc3nc2-n2nc(C)cc2C)c1,48.2%,-1.6%
CCc1ccc2oc(-c3cccc(NC(=O)c4cc(OC)c(OC)c(OC)c4)c3)nc2c1,122.4%[activator],6.4%
Cc1ccc(NC(=O)c2c(NC(=O)c3ccc(F)cc3)sc3c2CCCC3)cc1C,-0.3%,-11.9%
CCOC(=O)c1cc(NC(=O)CC2Sc3ccccc3NC2=O)cc(C(=O)OCC)c1 (centres undefined),-3.1%,-1.3%
Cc1ccc(C(O)CNC(=O)Nc2ccccc2)cc1 (centres undefined),-5.0%,-5.5%
S=C(NCCC(c1ccccc1)c1ccccc1)Nc1ccc(Nc2ccccc2)cc1,-7.4%,-7.2%
CCN(Cc1nc2ccccc2c(=O)[nH]1)C(=O)Cc1csc(-c2c(Cl)cccc2Cl)n1,-14.2%,2.2%
CCCCN(CC)CCNC(=O)C1CCCN(S(=O)(=O)c2cccc3nsnc23)C1 (centres undefined),70.5%[activator],-7.6%
Cc1cccc2cc(C(=O)O)[nH]c12,-4.5%,6.5%
O=C(OC(C(=O)c1ccccc1)c1ccccc1)c1ccco1 (centres undefined),8.4%,-0.8%
CC1(C)Cc2cccc(OCC(=O)OCC(=O)Nc3ccccc3)c2O1,-0.6%,4.4%
CC(Oc1ccc(Br)cc1Cl)C(=O)NN (centres undefined),-7.0%,-3.3%
COc1ccc(CCNC(=O)CSc2nc(-c3ccc(OC)c(OC)c3)ccc2C#N)cc1,0.7%,2.5%
COc1ccc(CCNC(=O)C(=O)NCC(c2ccco2)S(=O)(=O)c2ccc(C)cc2)cc1 (centres undefined),-22.0%,0.0%
CSc1cccc(NC(=S)NCCSc2ccc(Cl)cc2)c1,-10.6%,-9.6%
CCOC(=O)c1c(NC(=O)c2ccc(S(=O)(=O)N(CC)CC)cc2)sc2c1CCCCC2,4.2%,-2.6%
CCOc1ccccc1CNC(=O)Cn1nc(N2CCN(c3ccccc3)CC2)ccc1=O,-16.4%,-0.1%[57.5 µM]
COc1ccc(S(=O)(=O)NCCc2nnc3ccc(SCc4ccccc4Cl)nn23)cc1,?,-5.0%
Cc1cc(NC(=O)CCc2nc3cccnc3n2Cc2cccs2)ccc1Br,112.3%[activator],5.9%
O=C(COC(=O)C12CC3CC(CC(Cl)(C3)C1)C2)NC(=O)c1cccc([N+](=O)[O-])c1,1.9%,-11.5%
CC(C)Cn1c(-c2ccc(C#N)cc2)nc2c1c(=O)[nH]c(=O)n2CC(C)C,-2.9%,7.8%
CNc1c(NC(=O)Nc2ccc(Br)cc2F)c(=O)oc2ccccc12,-12.9%,?
CCC(=O)Oc1ccc2c(=O)c(-c3ccc(OC)cc3)c(C)oc2c1,-0.4%,2.6%
CCOc1ccccc1Oc1coc2cc(OCc3ccc(OC)cc3)ccc2c1=O,-1.9%,-1.1%
COc1ccc(-c2onc(C)c2C)cc1S(=O)(=O)N1CCC(C)CC1,?,-14.3%
CCc1ccc(NC(=O)CN(C)S(=O)(=O)c2ccc3c(c2)c(=O)n(C)c(=O)n3C)cc1,3.4%,-2.3%
COc1ccc(CNCc2c(C(=O)O)n(Cc3ccc(F)cc3)c3cc(C)ccc23)cc1OC,9.4%,-0.7%

# A portion of the library (hit frequency here may not be typical).
